Bioassay records: PubChem BioAssay, several laboratories
AID2073: inhibitors of Mint1-CaV2.2 protein interaction, biochemical, HTRF (AID 2073); Voltage-dependent N-type calcium channel subunit alpha-1B (Homo sapiens); HTRF protein-protein interaction, Mint1-CaV2.2; higher % means a stronger effect; one-dose inhibition, % at 20 µM; IC50 in µM for titrated hits; 290,000 tested, 0.19% active; in the data active means inhibition mostly above about 51%, no sharp cut-off; inconclusive means no clear call, values can overlap the other calls; inactive means mostly below about 53%; further: some results filed as inactive read as strong as hits
GPR55 beta-arrestin: GPR55 agonists via beta-arrestin recruitment, primary screen, imaging, U2OS cells, beta-arrestin-GFP redistribution (AID 1961); activation, % at 10 µM; hits with a dose series show EC50 in µM; U2OS GPR55 beta-arrestin-GFP redistribution imaging; higher % means a stronger effect; 290,000 tested, 0.048% active; G-protein coupled receptor 55 (Homo sapiens);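 active means activation above 40% with more than 50 cells counted in the well; inconclusive means wells holding fewer than 50 cells, flagged as toxic or sparse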;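 further: U2OS osteosarcoma cells stably expressing GPR55 and beta-arrestin-GFP; plate controls were DMSO negative control for no effect and LPI positive control for full effect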
NS5 inhibitors: Dengue-2 NS5 methyltransferase inhibitors, primary screen, biochemical, confirmation dose response (AID 588689); Genome polyprotein (Dengue virus type 2 (strain 16681-PDK53)); inhibition, % at 25 µM, or IC50 in µM where a hit was titrated; Dengue-2 NS5 methyltransferase capping enzyme assay, biochemical; higher % means a stronger effect; 340,000 tested, 0.3% active; in the data active means a potency from the dose series; inconclusive means inhibition above about 29% without an active follow-up result
MgcRacGAP inhibition: MgcRacGAP GTPase-activating activity inhibitors, confirmation, biochemical, ADP Hunter fluorescence | Rac GTPase-activating protein 1 (Homo sapiens) | MgcRacGAP-stimulated Rac1 GTP hydrolysis, ADP Hunter fluorescence; higher % means a stronger effect; GST-tagged Rac1 F28L mutant substrate | inhibition, % at 30 µM, or IC50 in µM where a hit was titrated | 340,000 tested, 0.6% active | AID 624330, 2012;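 active means first-screen hits whose inhibition reached a set limit at any dose in the follow-up dose series; inconclusive means inhibition above the set first-screen limit but never retested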;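 further: fluorescence reports GDP produced by GAP-driven GTP hydrolysis; strong numbers were not always called active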
GPR55 antagonists: GPR55 antagonists blocking LPI-driven arrestin recruitment, primary screen, imaging, U2OS, beta-arrestin-GFP, LPI agonist (AID 2013); 290,000 tested, 0.13% active; inhibition, % at 10 µM, or IC50 in µM where a hit was titrated; G-protein coupled receptor 55 (Homo sapiens); U2OS GPR55 beta-arrestin-GFP translocation imaging, LPI antagonism; higher % means a stronger effect;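 active means spots per cell inhibited over 60%, with over 100 cells counted and total cytoplasm intensity under 500,000; inconclusive means wells with under 100 cells, flagged as likely toxic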;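 further: U2OS cells stably carrying GPR55 and arrestin-GFP stimulated by 5 µM LPI near EC80; imaged beta-arrestin-GFP aggregate spots per cell after agonist stimulation; plate controls were LPI-stimulated DMSO wells for no effect and DMSO wells without LPI for full effect; some results filed as inactive read as strong as hits; confirmed hits need IC50 under 10 µM and bright autofluorescent wells are also inconclusive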
GPR35 arrestin U2OS: GPR35 antagonists blocking zaprinast-driven arrestin recruitment, primary screen, imaging, U2OS, beta-arrestin-GFP, zaprinast agonist (AID 2058). G-protein coupled receptor 35 (Homo sapiens). U2OS GPR35 beta-arrestin-GFP translocation imaging, zaprinast antagonism; higher % means a stronger effect. one-dose inhibition, % at 10 µM; IC50 in µM for titrated hits. 290,000 tested, 0.052% active;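 active means inhibition of at least 50% with at least 30 cells and total cytoplasm GFP at most 10,000,000; inconclusive means under 30 cells or total GFP of 10,000,000 plus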
NTR1 ag: agonists of NTR1, primary screen, imaging, U2OS cells, beta-arrestin-GFP, high content (AID 493036). Neurotensin receptor type 1 (Homo sapiens), P30989. NTR1-U2OS beta-arrestin-GFP spot imaging, agonist mode. activation, % at 20 µM. 330,000 tested, 0.17% active;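 active means activation at or above 40% of the spot to cytoplasm intensity ratio, with at least 20 cells analyzed; inconclusive means wells under 20 cells, flagged as cytotoxic or low count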;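 further: 0% = DMSO without peptide and 100% = 100 nM NTR1 peptide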
Target sequence (P30989 whole entry, looked up): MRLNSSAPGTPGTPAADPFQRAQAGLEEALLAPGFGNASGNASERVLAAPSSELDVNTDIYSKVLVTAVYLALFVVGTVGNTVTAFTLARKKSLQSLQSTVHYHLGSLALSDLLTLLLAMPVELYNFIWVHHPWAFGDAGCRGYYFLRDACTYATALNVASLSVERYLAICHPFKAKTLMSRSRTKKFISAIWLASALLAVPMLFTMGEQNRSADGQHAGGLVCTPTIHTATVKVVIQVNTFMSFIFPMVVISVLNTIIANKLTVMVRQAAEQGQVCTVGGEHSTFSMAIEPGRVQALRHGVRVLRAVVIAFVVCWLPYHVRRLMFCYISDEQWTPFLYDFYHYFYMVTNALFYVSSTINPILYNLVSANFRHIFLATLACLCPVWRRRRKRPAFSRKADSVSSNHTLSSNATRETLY
SV40 large T antigen: SV40 large T antigen inhibitors, biochemical (AID 1903); inhibition, % at 20 µM; hits with a dose series show IC50 in µM; 310,000 tested, 0.39% active; SV40 large T antigen ATPase/helicase inhibition assay; higher % means a stronger effect; in the data active means a potency from the dose series; inconclusive means inhibition mostly from about 32% at the one dose, without a potency; inactive means the rest, 99 in 100 with inhibition below about 32%; further: strong numbers were not always called active
Yfh1-off respiration: enhancers of respiration in Yfh1-depleted yeast, dose response, Friedreich's ataxia, plus single-dose screen (AID 1465). S. cerevisiae Yfh1-off respiration, WST-1 reduction, 72 h; higher fold induction means a stronger effect. 220,000 tested, 0.074% active. fold induction at 50 µM; hits with a dose series show EC50 in µM;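 active means fold induction of absorbance versus untreated yeast above a set limit, then at least 30% activation at any dose in follow-up; inconclusive means repeats straddling the limit, or above it without dose testing; inactive means fold induction below the set limit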;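 further: activators that raise dye reduction in frataxin-depleted yeast; strong numbers were not always called active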
NTR1 ag cell count 20 µM: second read-out of NTR1 ag, no call of its own (marks repeat the call); cell count; measured here: cell count, cytotoxicity flag
NS5 inhibitors pilot replicate: also measured in NS5 inhibitors; calls as there; inhibition, %; measured here: pilot screen replicate inhibition
Active calls of the source: *; i = inactive; ? = inconclusive; . = not tested or not shown.

SMILES | AID2073 | GPR55 beta-arrestin | NS5 inhibitors | MgcRacGAP inhibition | GPR55 antagonists | GPR35 arrestin U2OS | NTR1 ag | NTR1 ag cell count 20 µM | SV40 large T antigen | Yfh1-off respiration | others
Cc1ccc(/C=N/NC(=O)CNC(=O)c2cccs2)o1 | 9% | -0.3% | -14% | 1% | -4% | 16% | 0.7 | 40 | 9% | i
O=C(Nc1ncn[nH]1)c1ccc(Cl)c(S(=O)(=O)N2CCCCCC2)c1 | 1% | 0.3% | -4% | 0% | 2% | 1% | 4.1 | 82 | 0% | i | NS5 inhibitors pilot replicate=-5.5
O=C(CCCn1c(=S)[nH]c2ccsc2c1=O)Nc1ccc2c(c1)OCCO2 | -21% | -0.4% | 5% | 10% | -1% | 20% | 0.0 | 45 | 5% | i
CNC(=S)NNC(=O)Cc1ccc(OC)c(OC)c1 | -19% | -0.2% | -1% | 10% | 8% | -11% | -0.3 | 64 | 10% | i
Cc1noc(C)c1CSCC(=O)Nc1cc(S(=O)(=O)N2CCOCC2)ccc1OCC(F)(F)F | . | . | -4% | 0% | . | . | 1.0 | 49 | 19% | .
CCn1ccc(C(=O)N2CCOCC2)n1 | 2% | -0.1% | 7% | -13% | -2% | -14% | 1.5 | 92 | 4% | i
CC(=O)N1c2ccc(S(=O)(=O)N3CCCC(C(=O)Nc4cccc(F)c4)C3)cc2CC1C (stereo unspecified) | -2% | 0.6% | -5% | -1% | -7% | -3% | 1.0 | 54 | 6% | .
Cc1ccccc1S(=O)(=O)Cc1ccc(C(=O)NCCc2ccccc2)o1 | 12% | 0.2% | -2% | 5% | 8% | 11% | 0.3 | 63 | 10% | .
COc1ccc(-n2nc(C(=O)NCC(=O)NCCC3=CCCCC3)c3ccccc3c2=O)cc1 | 14% | -0.2% | 3% | 4% | -8% | 13% | 5.3 | 45 | 1% | .
CC(C)NC(=O)C1CCN(C2CCN(C(=O)C3=CCCC3)CC2)CC1 | 14% | 0.7% | . | 0% | 0% | 14% | 0.5 | 75 | 5% | i
Cc1ccc(NC(=S)N(CCCN2CCOCC2)Cc2ccco2)cc1C | -19% | 0.2% | -1% | -2% | 9% | -1% | -0.9 | 57 | 19% | i
CCOc1ccc(S(=O)(=O)Nc2ccccc2C(=O)N/N=C/c2c(OC)ccc3ccccc23)cc1 | 12% | 0.2% | -1% | 3% | 3% | -8% | 2.2 | 48 | 13% | i
CCCCOC(=O)CNc1nnc(SCC(=O)OCC)[nH]c1=O | 20% | 0.1% | -5% | 9% | 3% | 4% | 4.9 | 45 | 32% | i
CC(C)=NNc1nc(-c2ccccc2)c(C)s1 | 18% | -0.3% | -9% | 11% | -6% | 6% | 4.5 | 54 | 12% | i
COc1ccccc1CCNC(=O)C1CCC(=O)N(Cc2ccccc2OC)C1 (stereo unspecified) | 4% | 0.0% | -12% | 8% | -8% | 7% | 1.1 | 56 | 7% | .
COc1cccc(/C=N/n2cnc3c(cnn3-c3ccccc3)c2=O)c1 | 18% | -0.2% | . | . | -4% | 9% | 0.0 | 65 | 6% | i
Cc1cccn2c(=O)c3cc(C(=O)NC4CCCC4)c(=N)n(C4CCCC4)c3nc12 | 21% | -0.2% | -7% | 21% | 1.2µM* | -10% | 19 | 50 | 0% | i
O=C(Nc1ccccc1)C1=C[C@H](c2csc3ccccc23)C[C@H](OCCCCO)O1 | 17% | -0.2% | -1% | 6% | 4% | -8% | -0.1 | 94 | 2% | i
CCCCCCCC(=O)N/N=C(\C)c1ccc(N)cc1 | 28% | 0.5% | . | . | -3% | 8% | 1.7 | 51 | 12% | i
CNS(=O)(=O)c1cc(O)c2c(S(=O)(=O)NC)cccc2c1 | 20% | 0.5% | -3% | 3% | 3% | 2% | 2.8 | 62 | 9% | i
COc1cccc(NC(=O)C(=O)N/N=C/c2cc(C)n(-c3ccc(Cl)c(Cl)c3)c2C)c1 | 15% | -0.1% | -6% | -4% | 8% | 2% | 1.2 | 47 | 14% | i
Cc1ccc2nc(-c3ccccn3)c(NC3CCCC3)n2c1 | 17% | 0.0% | -6% | ? | 10% | 9% | 0.0 | 47 | 12µM* | i
Cc1ccc(S(=O)(=O)N(C)C)cc1NC(=S)NCCc1ccccn1 | 9% | -0.4% | -10% | -3% | 0% | 5% | 4.3 | 39 | -3% | i
CCC(C(=O)OCn1nnc2ccccc2c1=O)c1ccccc1 (stereo unspecified) | 4% | 1.0% | -3% | 0% | 4% | -4% | 0.7 | 44 | 3% | i
CC(CCc1ccccc1)NC(=O)C(=O)NCCc1ccccc1 (stereo unspecified) | 5% | -0.2% | -4% | 7% | -1% | 0% | 14 | 49 | 1% | i
Cc1cc(NC(=O)CCC(=O)N(Cc2ccco2)C2(C(=O)NC3CCCC3)CCCCC2)no1 | -5% | -0.2% | -4% | 9% | 9% | 5% | -1.4 | 46 | -3% | .
COc1ccc(-c2nn(-c3ccccc3)cc2C(=O)NCC2CCCO2)cc1 (stereo unspecified) | -3% | -0.1% | 1% | 5% | -9% | 4% | 1.7 | 68 | 10% | .
Cc1cc(C(=O)NNC(=O)NC(C)C)no1 | -2% | -0.2% | -5% | -16% | 1% | 8% | -1.5 | 52 | 14% | i
C=CCNC(=O)c1ccc2c(=O)n(Cc3ccccc3OC)c(=S)[nH]c2c1 | -14% | 0.0% | -1% | 9% | 2% | -2% | 4.0 | 88 | 7% | .
Cc1cc(OCCOCCNCc2ccccc2)ccc1C(C)C | 6% | -0.1% | 6% | ? | -8% | 2% | 2.2 | 76 | 6% | .
COc1ccccc1NC(=O)c1cc[n+](C)cc1 | 4% | 0.6% | . | 8% | 0% | 8% | 1.0 | 58 | 12% | .
CN(/N=C/c1cc(Br)cc(Br)c1O)c1ccccc1 | -9% | 0.3% | 3% | 5% | 0% | 11% | 5.2 | 90 | 15% | .
O=C(c1ccc([N+](=O)[O-])o1)N1CCc2ccccc2C1 | -17% | 0.8% | -6% | 3% | 11% | -2% | 1.4 | 61 | 14% | i
CC1=C(C#N)C(NC(=O)C(C)(C)C)(C(F)(F)F)C(=O)N1 (stereo unspecified) | 3% | 0.9% | -5% | 0% | 10% | -12% | -1.7 | 56 | 9% | i | NS5 inhibitors pilot replicate=-6.4
CC(C)N(C(=O)COC(=O)CNC(=O)c1ccc(Br)cc1)c1ccccc1 | -2% | -0.1% | -2% | -1% | 5% | -1% | -1.0 | 64 | 2% | i
C=CCc1c(C)nc(N2CCSCC2)[nH]c1=O | 1% | 0.2% | -4% | -10% | 6% | -2% | 0.2 | 56 | 13% | i
CC1CC(C)CN(CCCNC(=O)c2ccc3c(c2)NC(=O)CS3)C1 (stereo unspecified) | 5% | 0.3% | 0% | 11% | 1% | 4% | 1.3 | 64 | 11% | .
COc1ccccc1CN1CC(C(=O)NCc2c(F)ccc(C)c2F)CCC1=O (stereo unspecified) | -2% | -0.1% | -11% | 1% | -30% | 19% | 1.0 | 65 | -1% | .
Cc1cc(-c2ccccc2)nc(N(C)NC(=O)C(C)(C)C)c1S(C)(=O)=O | -2% | 0.6% | -1% | 1% | -1% | -6% | -1.3 | 89 | 17% | i
Cc1c2cnn(CC(=O)Nc3c(F)c(F)cc(F)c3F)c(=O)c2c(C)n1Cc1ccccc1F | 68% | 0.3% | 10% | 5% | -1% | 3% | -0.1 | 43 | 23% | i
Cc1ccc(C)c(NS(=O)(=O)c2ccc(-c3ccc(=O)[nH]n3)o2)c1 | 0% | 0.2% | -5% | 3% | -1% | -5% | 0.6 | 82 | 5% | .
COCCCn1c(-c2ccco2)nc2ccccc2c1=O | -1% | -0.1% | 0% | -4% | -9% | 7% | -2.5 | 86 | 16% | i
O=C(O)c1ccccc1N=Cc1c(O)n(-c2nccs2)c(=O)c2ccccc12 | 9% | -0.3% | -9% | 8% | 1% | 0% | 0.9 | 56 | 10% | i
Cc1nn(CC(=O)NCc2cccs2)c(=O)c2nn(-c3ccccc3)c(C)c12 | 1% | 0.2% | -7% | 12% | -6% | 7% | -0.3 | 49 | 10% | .
c1ccc(-c2nnc(N3CCN(c4ccccc4)CC3)nc2-c2ccccc2)cc1 | 7% | 0.3% | . | . | 18% | -1% | 1.4 | 33 | 8% | i
CN(CCc1ccccn1)C(=O)CCC1CCCN(C(=O)c2ccc3c(c2)OCCO3)C1 (stereo unspecified) | 2% | 0.6% | -3% | -6% | -13% | -11% | 1.7 | 58 | 6% | i
COC(=O)[C@H](Cc1ccccc1)NC(=O)NC(C)CCc1ccccc1 (stereo partly specified) | 10% | -0.1% | -3% | 17% | -2% | 4% | 0.8 | 103 | 3% | .
CCCCOc1ccc(-n2nc(C)cc2C)nn1 | 1% | -0.1% | -1% | 5% | 5% | 1% | 1.0 | 51 | 1% | i
CCCOc1ccc(/C(O)=C2/C(=O)C(=O)N(c3ccccn3)C2c2ccc(OC)cc2)cc1C (stereo unspecified) | 34% | -0.1% | 74µM* | . | 8% | 3% | 2.3 | 78 | 4% | .
NC(=O)c1ccsc1NC(=O)CSc1nnc(C2CC2)n1Cc1ccccc1 | 46% | 0.2% | -8% | 6% | 11% | -5% | -0.6 | 46 | 13% | i
Cc1ccc(C(=O)c2oc3nc(C)cc(C)c3c2N)cc1 | 19% | -0.1% | -4% | 3% | . | 1% | 1.9 | 81 | 8% | i
Cc1cc(C)c2nc(-c3ccccn3)cc(C(=O)N3CCCC3)c2c1 | 9% | 2.2% | 1% | 5% | -3% | 14% | 1.3 | 47 | 1% | .
O=C(O)c1cc(-c2cccs2)nc2cc3c(cc12)OCCO3 | 15% | -0.1% | -2% | 11% | 4% | -14% | 2.9 | 43 | 10% | i
CC(C)(C)C(=O)N1CCN(c2ccc(NC(=O)c3ccco3)cc2)CC1 | -4% | 0.6% | -2% | 10% | 5% | 2% | -0.6 | 50 | 5% | .
O=C1CC(c2ccco2)Sc2ccccc2N1 (stereo unspecified) | -11% | 0.0% | -5% | 14% | -1% | -2% | 0.7 | 85 | -2% | .
